TROY NFkB inh: blocks TROY-dependent signaling in reporter cells; Q293 LMP1-TROYcd NF-kB luciferase reporter, 4 h; inhibition, % at 10 µM; actives 0.98% (n = 360,000); AID 1347056;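 active = compounds whose plate-normalised and pattern-corrected inhibition of the luciferase reporter signal at the single screening dose is 50% or more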
TWEAK Fn14 block: inhibitors of TWEAK-Fn14 interaction signaling | TWEAK-stimulated Fn14 reporter cells, luciferase luminescence, 8 h | inhibition, % at 10 µM | actives 2% (n = 360,000) | AID 1159606; in the data active = inhibition above about 50%
NR2F2 inh: inhibitors of human COUP-TFII (NR2F2); HEK293T NGFI-A luciferase reporter, luminescence; inhibition, % at 8.6 µM; actives 0.7% (n = 370,000); AID 686940; P24468;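 active = inhibition above a per-plate cutoff, mean inhibition of test wells between control levels plus 3 SD, cut at about 38% in these data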;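 also: cells cotransfected with COUP-TFII expression vector driving the NGFI-A reporter; 0% = median of COUP-TF2 test wells and 100% = reporter-only cells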
Target sequence (P24468 whole entry, looked up): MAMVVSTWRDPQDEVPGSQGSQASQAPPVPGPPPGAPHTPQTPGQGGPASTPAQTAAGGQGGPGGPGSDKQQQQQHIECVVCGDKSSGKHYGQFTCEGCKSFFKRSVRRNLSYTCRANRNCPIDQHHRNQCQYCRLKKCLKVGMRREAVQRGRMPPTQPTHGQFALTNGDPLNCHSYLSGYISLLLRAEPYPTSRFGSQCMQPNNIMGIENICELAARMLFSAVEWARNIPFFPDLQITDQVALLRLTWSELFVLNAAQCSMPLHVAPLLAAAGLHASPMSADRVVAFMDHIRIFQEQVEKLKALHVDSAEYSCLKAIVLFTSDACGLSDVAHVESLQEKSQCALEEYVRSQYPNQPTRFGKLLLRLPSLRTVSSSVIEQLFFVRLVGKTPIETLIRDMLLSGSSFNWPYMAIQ
ABHD5 PLIN5 PPI: blocks binding of human ABHD5 to perilipin-5; Q00G26+Q8WTS1; Split G. princeps luciferase complementation, luminescence, 4 h; inhibition, % at 4 µM; actives 0.78% (n = 360,000); AID 602281;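 active = inhibition above the mean inhibition across every tested compound plus 3 SD, cut at about 22% in these data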;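 also: 0% = DMSO only wells and the 100% control is not disclosed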
NR5A2 inv ag: NR5A2 inverse agonism in reporter assay | O00482 | HEK293T StAR-luciferase reporter, LRH-1 transfected, 24 h | inhibition, % at 3.6 µM | actives 0.13% (n = 360,000) | AID 602396;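 active = inhibition above the mean inhibition of all tested compounds plus 3 SD, cut at about 73% in these data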;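 also: 0% = DMSO wells and 100% = reporter-only cells lacking LRH-1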
NCOA2 inhibitor: human SRC2 (NCOA2) inhibition. Q15596. inhibition, % at 9 µM. AID 651957. actives 0.17% (n = 370,000). HEK293 GAL4-SRC2 luciferase reporter, luminescence;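 active = inhibition above the mean inhibition of all tested compounds plus 3 SD, set per campaign, cut at about 52% in these data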;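 also: 0% = DMSO treated cells and 100% = cells given Gossypol at 36 µM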
TLR9-MyD88 inh: inhibitors of human TLR9-MyD88 binding; AID 504734; CHO BLA complementation TLR9-MyD88, CCF4 FRET ratio; inhibition, % at 4.98 µM; actives 0.21% (n = 340,000); Q9NR96+Q99836;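 active = inhibition above the mean over all tested compounds plus 3 SD, cut at about 21% in these data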;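 also: 0% = DMSO only wells and 100% = clavulanate BLA inhibitor control wells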
NCOA3 inh: inhibits human SRC3 coactivator; inhibition, % at 3.6 µM; Q9Y6Q9; actives 0.17% (n = 360,000); HEK293 GAL4-SRC3 luciferase reporter, luminescence;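 active = inhibition above a per-campaign cutoff, the mean of all compounds plus 3 SD, cut at about 60% in these data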;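 also: 0% = DMSO-treated cells and 100% = gossypol-treated cells at 36 µM; higher means less SRC3-driven luciferase light from the GAL4 reporter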
NOD2-RIPK2 inh: inhibitors of human NOD2-RIPK2 interaction. CHO BLA complementation NOD2-RIPK2, CCF4 ratio. actives 0.38% (n = 360,000). inhibition, % at 4.98 µM. O43353; in the data active = inhibition above about 21%;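 also: 0% = vehicle only and 100% = reference blocker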
Target sequence (O43353 whole entry, looked up): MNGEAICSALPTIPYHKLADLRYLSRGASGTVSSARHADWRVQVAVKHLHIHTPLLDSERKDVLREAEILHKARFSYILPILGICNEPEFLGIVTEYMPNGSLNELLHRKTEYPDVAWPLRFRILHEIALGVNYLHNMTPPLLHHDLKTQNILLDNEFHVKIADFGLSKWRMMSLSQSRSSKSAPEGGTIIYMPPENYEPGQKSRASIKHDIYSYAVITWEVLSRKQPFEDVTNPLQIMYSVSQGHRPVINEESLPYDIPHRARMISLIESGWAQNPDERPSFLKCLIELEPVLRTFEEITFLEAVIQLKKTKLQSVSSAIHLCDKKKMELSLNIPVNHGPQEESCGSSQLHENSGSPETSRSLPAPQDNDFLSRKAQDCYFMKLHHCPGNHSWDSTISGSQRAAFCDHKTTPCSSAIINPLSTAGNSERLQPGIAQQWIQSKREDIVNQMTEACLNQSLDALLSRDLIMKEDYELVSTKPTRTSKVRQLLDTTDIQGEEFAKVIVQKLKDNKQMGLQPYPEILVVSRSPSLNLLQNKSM
SRC1 inh: inhibitors of human steroid receptor coactivator 1 (SRC1); Q15788; HEK293 GAL4-SRC1 luciferase reporter, luminescence; inhibition, % at 3.6 µM; actives 0.12% (n = 360,000); AID 588354;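 active = inhibition above the campaign mean plus 3 SD, with each screening campaign given its own cutoff, cut at about 60% in these data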;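 also: 0% = DMSO treated cells and 100% = gossypol at 36 µM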
Exocytosis inh: lytic granule exocytosis inhibition; actives 0.66% (n = 360,000); TALL-104 LAMP-1 surface exposure, flow cytometry; cells stimulated with thapsigargin and PMA; inhibition, % at 10 µM;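 active = inhibition above about 55%, limit read from the data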
Numbers without * were called inactive; · = no result given. The list is partial; count on the stated rates, not on these rows.

SMILES | TROY NFkB inh | TWEAK Fn14 block | NR2F2 inh | ABHD5 PLIN5 PPI | NR5A2 inv ag | NCOA2 inhibitor | TLR9-MyD88 inh | NCOA3 inh | NOD2-RIPK2 inh | SRC1 inh | Exocytosis inh
CCCCn1c(-c2cccc3ccccc23)nc2cc3[nH]c(=O)c(C(C)C)nc3cc21 | 29 | 22 | -6 | -5 | -23 | -12 | -1 | -2 | -5 | 1 | -4
COc1cccc2c(=O)n(CC(=O)NCCc3ccccc3)ccc12 | 23 | -14 | 9 | 2 | 5 | 6 | -9 | 0 | -5 | 10 | -2
CN(C(=O)OCc1ccccc1)C(CC(N)=O)C(=O)O (stereo unspecified) | 10 | 7 | 0 | -4 | 10 | -44 | -4 | 7 | -18 | 3 | 6
Cc1c(NS(=O)(=O)N2CCCC2)c(=O)n(-c2ccccc2)n1C | 4 | -6 | 12 | 2 | -16 | 7 | -13 | 19 | 1 | 10 | 1
Cc1cccc(C(=O)O/N=C2\CCSc3ccc(C)cc32)c1 | -22 | 3 | -11 | 4 | 5 | -7 | -3 | -11 | 5 | 3 | 1
C=C1CCN([C@@H](Cc2ccccc2)C(=O)NCc2ccc(Cl)c(Cl)c2)S(=O)(=O)c2ccccc21 | -1 | 14 | 8 | -9 | 10 | 10 | -1 | 9 | -2 | -33 | -14
Cc1c(C(=O)N2CCN(S(=O)(=O)c3ccc(F)cc3)CC2)oc2ccccc12 | -21 | -8 | -4 | 0 | -9 | 3 | 4 | -2 | 0 | -5 | -1
COc1ccc(OC)c(NC(=O)Cn2c(=O)n(CC(=O)NCc3ccco3)c(=O)c3ccccc32)c1 | -2 | 4 | 7 | 14 | 12 | -1 | 8 | 5 | -5 | 21 | 0
COc1ccccc1N1CCN(C(=O)CCC(=O)Nc2nnc(C(C)C)s2)CC1 | 3 | 3 | 20 | 2 | -5 | 2 | 2 | -7 | -2 | -7 | -10
CCc1c(C)c2ccc(OCC(=O)OC(C)C)c(C)c2oc1=O | -3 | 4 | -2 | -2 | -20 | -12 | -1 | -13 | -9 | -28 | -6
CC(C)(C)C(=O)/C=c1\[nH]c(=O)/c(=C\c2ccc(F)cc2)s1 | -22 | -17 | -3 | -9 | 0 | 14 | -2 | 15 | 6 | -6 | -2
[2H]c1c([2H])c([2H])c(C(=O)c2sc(N3CCCCCC3)nc2-c2ccccc2)c([2H])c1[2H] | -8 | 2 | 17 | -7 | 18 | -2 | 5 | -3 | 2 | -3 | 0
Cc1cc2nc(C(C)(C)C)cc(N)n2n1 | 3 | 0 | -7 | 0 | 11 | -1 | 8 | 2 | -4 | 6 | -6
CC1(C)CC(=O)C=C(C(=O)N2CCCC(C(=O)c3cccc(Cl)c3)C2)O1 (stereo unspecified) | -11 | 6 | 10 | 4 | -18 | 16 | -2 | 11 | 8 | 4 | 0
CC(C)(C)NC(=O)C(c1ccc(F)cc1)N(Cc1ccco1)C(=O)CCC(=O)Nc1ccccn1 (stereo unspecified) | -2 | 9 | 5 | 4 | -5 | -1 | 4 | -7 | -1 | -35 | -5
CN(Cc1c(F)cccc1Cl)C(=O)c1cccc(S(=O)(=O)N2CCN(Cc3ccccc3)CC2)c1 | 21 | 12 | 13 | -4 | -6 | -5 | -1 | 0 | -8 | -7 | 1
COC(=O)c1sc(NC(=S)NC(=O)c2cccc(Br)c2)nc1C | -7 | -16 | -11 | -1 | -6 | -27 | 8 | -25 | 0 | -25 | 15
COc1cc(-c2nc(C(F)(F)F)c(OC)o2)cc(OC)c1OC | -10 | -10 | -9 | 5 | 22 | -26 | -10 | 5 | -5 | 6 | -3
Cc1c[nH]c2ccccc12 | 12 | 21 | · | 3 | 20 | · | -4 | 5 | -18 | -6 | -2
Cc1c(N=C2SCC(=O)N2/N=C\c2ccc(Br)cc2)c(=O)n(-c2ccccc2)n1C | -2 | 8 | 9 | -1 | 23 | 1 | 0 | -5 | 3 | 6 | 1

Individual results from the entries so far.
COC(=O)c1sc(NC(=S)NC(=O)c2cccc(Br)c2)nc1C in NR2F2 inh is entered as -11
CN(C(=O)OCc1ccccc1)C(CC(N)=O)C(=O)O (stereo unspecified) in NR2F2 inh is entered as 0

(further entries)
SMILES | TROY NFkB inh | TWEAK Fn14 block | NR2F2 inh | ABHD5 PLIN5 PPI | NR5A2 inv ag | NCOA2 inhibitor | TLR9-MyD88 inh | NCOA3 inh | NOD2-RIPK2 inh | SRC1 inh | Exocytosis inh
COc1cc(C(=O)NC(c2ccccc2)c2ccccc2)cc(Cl)c1OC | 1 | -15 | · | 1 | 5 | · | -10 | 20 | -3 | 7 | -5
C/C(CC(=O)Nc1ccc2c(c1)OCCO2)=N\NC(=O)c1ccccc1Cl | -18 | -10 | -15 | -3 | -43 | -2 | -6 | -26 | -10 | -2 | -14
Cc1ccc2c(c1)c(C)cc[n+]2Cc1ccccc1 | -1 | 10 | 7 | -3 | -1 | -29 | -6 | 33 | -17 | -15 | 0
CCOc1cc(C(C(=O)NCC2CCCO2)N(C(=O)Cn2nnc3ccccc32)c2ccccc2OC)ccc1O (stereo unspecified) | -5 | -1 | 5 | 1 | -6 | -3 | -5 | 9 | -8 | -25 | -7
COc1ccc(C(=O)n2nc(C#N)c(C#N)c2N)cc1 | -17 | 8 | -9 | 0 | 15 | 15 | 8 | 6 | -9 | 13 | 4
O=C(CN1CCCc2ccccc21)N/N=C/c1ccc(F)cc1F | -15 | 11 | 5 | -3 | 15 | 7 | -8 | 20 | 0 | -2 | -1
Cc1ccc(S(=O)(=O)N2CC3CCC2C3)cc1 (stereo unspecified) | 7 | -12 | 0 | -6 | -11 | 0 | -9 | 16 | -7 | -8 | 0
O=C1C(=Cc2ccc(Cl)cc2)Cc2ccccc21 | -48 | -15 | -31 | 14 | 1 | -1 | · | · | -15 | · | 0
Cc1cc(C(=O)N2CCC(Cc3ccccc3)CC2)no1 | 4 | -20 | 16 | -1 | 9 | -22 | 2 | 26 | 11 | -16 | 6
C=C(Br)CN1[C@@H](Cc2ccccc2)[C@H](O)[C@@]23C=C[C@@H](C[C@@H]2S1(=O)=O)O3 | -5 | -9 | 0 | 0 | 3 | -10 | 1 | -19 | -6 | 13 | 5
O=C1CCN(CCc2ccccc2)CCN1[C@H](CSc1ccc(Br)cc1)c1ccccc1 | 9 | -6 | -3 | 2 | 13 | -12 | -2 | 1 | -3 | -17 | -1
O=C(O)C(c1ccccc1)C(O)C1CCCC1 (stereo unspecified) | -13 | 1 | 21 | 1 | 7 | 0 | 0 | -6 | 0 | -23 | -2
Fc1ccccc1-c1cc2cc3c(cc2cn1)OCO3 | -41 | 9 | -29 | 4 | -75 | -71 | -5 | -118 | 1 | -96 | 7
NC(=O)c1cccn(Cc2ccc(C(F)(F)F)cc2)c1=O | -2 | 7 | 24 | 6 | 14 | -13 | · | 23 | -6 | 2 | -1
COc1ccc(C(=O)Nc2nc3ccc(OC)cc3s2)cc1 | -23 | 32 | -10 | 7 | -107 | -44 | 4 | -91 | -2 | -65 | -8
O=C(CNC(=O)c1ccc(F)cc1)c1ccc(Cl)cc1 | -76 | -4 | -51 | 17 | -97 | -36 | -6 | -66 | 1 | -99 | -5
Cc1nnc(NC(=O)CCn2c(=O)oc3ccc(Cl)cc32)s1 | -5 | 5 | -19 | -5 | 1 | -5 | 3 | 5 | 2 | 8 | 0
O=C(Cn1ncc(Cl)c(Cl)c1=O)c1ccc2c(c1)OCCO2 | 23 | 101* | -11 | 1 | 11 | -49 | 2 | -27 | 14 | -36 | -6
CCc1ccc(NC(=O)C2=CC(c3cccs3)=NS(=O)(=O)N2C)cc1 | 13 | -2 | 13 | 1 | -11 | -21 | -4 | -7 | 2 | -7 | -5
CCCNC(=O)C1(O)c2cc(Br)ccc2NC(=O)N1c1ccc(Cl)cc1 (stereo unspecified) | 8 | 0 | -6 | -4 | 14 | 20 | -7 | -11 | 2 | -8 | 12
Cc1cc(=O)oc2cc(NC(=O)COc3cccc(C(F)(F)F)c3)ccc12 | -8 | -7 | -12 | 1 | -7 | 2 | 3 | 36 | -4 | 2 | -3
O=C(CSc1nnnn1-c1ccc(F)cc1F)Nc1ccccc1F | -4 | 7 | 12 | 5 | -6 | -39 | -12 | 12 | 0 | -3 | -4
CN(Cc1ccccc1)C(=O)[C@@H]1CCCN1C(=O)[C@@H]1CCCN1C(=O)c1cccc2ccccc12 | -13 | -5 | -11 | -1 | -17 | -22 | · | · | 1 | · | -4
COc1cc(C(=O)N2CCN(S(=O)(=O)c3ccc(C)cc3)CC2)ccc1OCC(=O)N1CCOCC1 | -6 | -8 | 14 | -7 | 9 | -16 | 0 | 7 | 3 | -10 | 31
Fc1cccc2sc(N3CCCC3)nc12 | -77 | -8 | -11 | -1 | -56 | -52 | 1 | -32 | -4 | -55 | 0
CN(C)CCNC(=O)c1coc(=O)c(Br)c1 | 14 | -8 | 3 | -2 | 9 | -1 | -4 | -3 | 5 | -25 | -1
O=[N+]([O-])c1ccc(Nc2nc(N3CCOCC3)nc(N3CCOCC3)n2)cc1 | 8 | -23 | 18 | 4 | 12 | 23 | -2 | 23 | 0 | 8 | -14
C[C@@]12C(=O)Nc3ccc(Br)cc3C(=O)N1[C@H]1c3ccccc3OC[C@@H]1[C@@H]2c1ccccc1 | -1 | 5 | · | -2 | -3 | · | 4 | 13 | -2 | 10 | 2
Cc1ccc(CNC(=O)CCCCCNC(=O)N2CCn3c2nc2ccccc23)cc1 | -4 | 13 | 3 | 3 | -4 | 7 | 0 | 16 | 1 | 2 | 3
Cc1cc(N)ccc1S(C)(=O)=O | 5 | 0 | 9 | 1 | 0 | 12 | -3 | 15 | -7 | 1 | 0
Cc1cccn2c(=O)c(/C=C(\C#N)C(N)=O)c(N3CCCCCC3)nc12 | 14 | -11 | 4 | 12 | 13 | 11 | 9 | 16 | 8 | 6 | 1
CCOc1ccccc1NC(=S)N1CCC(NC(=O)NC23CC4CC(CC(C4)C2)C3)CC1 | 7 | 13 | -11 | 1 | -1 | -4 | -3 | -14 | -10 | 0 | 2
Cc1ccc(C(=O)Nc2ccc(N3CCN(C)CC3)nc2)cc1 | 9 | -11 | 9 | -2 | -7 | -25 | 3 | 13 | -8 | -6 | 1
N#C/C(C(=O)NCc1ccccc1)=C1/N=C(NC(=O)c2cccs2)c2ccccc21 | -38 | -5 | -9 | 2 | -5 | 3 | 4 | 7 | -2 | -11 | 2
CCCc1nnc(NC(=O)CCC(=O)N2CCN(Cc3ccc(C)cc3C)CC2)s1 | 7 | -4 | 9 | 3 | -3 | 8 | 0 | 23 | 14 | 3 | -3
CNS(=O)(=O)c1cccc(C(=O)NCC(C)(C)N2CCCCC2)c1 | -33 | 42 | 8 | -5 | -2 | -9 | -10 | 20 | -4 | 7 | 4
O=C(NCCC1=CCCCC1)C1CCN(c2nc3ccccc3o2)CC1 | 0 | 12 | 16 | -2 | 17 | 9 | -3 | 1 | -2 | -3 | -1
